From PubChem BioAssay
PP5 primary: blocks human protein phosphatase 5 activity. inhibition, % at 6.7 µM. AID 1987. 320,000 compounds, 0.18% hits. P53041. purified PP5c, OMFP substrate fluorescence;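 active = inhibition above the campaign's mean inhibition across all tested compounds plus 3 SD, cut at about 9.5% in these data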;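 note: 0% = DMSO only and 100% = 100 µM cantharidin control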
Target sequence (P53041 whole entry, looked up): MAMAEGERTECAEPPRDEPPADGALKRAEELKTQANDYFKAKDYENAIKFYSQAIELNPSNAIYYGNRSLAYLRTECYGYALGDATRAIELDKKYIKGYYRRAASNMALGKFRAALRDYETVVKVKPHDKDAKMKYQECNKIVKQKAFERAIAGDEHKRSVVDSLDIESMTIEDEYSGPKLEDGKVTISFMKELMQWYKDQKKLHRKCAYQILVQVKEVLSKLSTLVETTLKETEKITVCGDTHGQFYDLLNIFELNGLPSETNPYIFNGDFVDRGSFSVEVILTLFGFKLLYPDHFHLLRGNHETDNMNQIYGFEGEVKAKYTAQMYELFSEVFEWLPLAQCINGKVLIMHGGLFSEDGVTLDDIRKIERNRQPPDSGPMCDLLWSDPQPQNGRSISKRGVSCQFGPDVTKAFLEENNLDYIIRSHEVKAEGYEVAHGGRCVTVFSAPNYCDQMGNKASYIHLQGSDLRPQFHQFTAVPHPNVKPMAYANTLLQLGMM
AHR activator: activates the human aryl hydrocarbon receptor; activation, % at 5 µM; 320,000 compounds, 2.5% hits; AHR-responsive luciferase reporter cells, luminescence; in the data active = activation above about 47%;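 note: 0% = vehicle wells and 100% = reference agonist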
procasp3 activ: activates human procaspase-3 | P42574 | recombinant procaspase-3 D3A, Ac-DEVD-pNA absorbance 405 nm | activation, % at 8.5 µM | 330,000 compounds, 0.11% hits;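 active = activation above the mean of all tested compounds plus 3 SD, cut at about 21% in these data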;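 note: 0% = DMSO alone and 100% = DMSO wells spiked with extra 5 µM PC-3 D3A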
Target sequence (P42574 whole entry D9A/D28A/D175A): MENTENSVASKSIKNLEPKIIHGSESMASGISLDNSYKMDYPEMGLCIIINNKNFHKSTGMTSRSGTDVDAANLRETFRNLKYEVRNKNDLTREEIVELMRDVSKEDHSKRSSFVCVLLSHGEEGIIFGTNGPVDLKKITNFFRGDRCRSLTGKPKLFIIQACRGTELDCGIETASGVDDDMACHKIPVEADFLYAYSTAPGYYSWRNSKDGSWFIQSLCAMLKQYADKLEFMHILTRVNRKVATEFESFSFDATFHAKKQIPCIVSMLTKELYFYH
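material = Procaspase-3 D3A mutant | probe or stimulus = Ac-DEVD-pNA | compound = single dose, 8.5 µM nominal compound, 0.8% DMSO | timing = 1 h preincubation, 2 h reaction | measured by = 405 nm absorbance of p-nitroaniline, reads at 0 and 120 min | benchmarks = DMSO-only low control, 5 µM PC-3 D3A high control | repeats = singlicate, each compound tested once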
PP1 counter: counter-screen for PP5 inhibitors: inhibitors of human PP1-alpha | inhibition, % at 6.7 µM | AID 2235 | purified PP1alpha, OMFP fluorescence | P62136 | 320,000 compounds, 0.9% hits;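 active = inhibition above the mean inhibition of all tested compounds plus 3 SD, computed separately for each screening campaign, cut at about 15% in these data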
TPT1 inh: blocks Candida albicans tRNA 2'-phosphotransferase; recombinant caTPT1, FP RNA substrate dephosphorylation; inhibition, % at 5 µM; 300,000 compounds, 0.81% hits; AID 1962;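 active = inhibition above the mean of all tested compounds plus 3 SD, set per screening campaign, cut at about 24% in these data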;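 note: plate controls were DMSO alone for no effect and ferristatin control at 100 nM for full effect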
procasp7 counter: activates human procaspase-7, counter-screen for procaspase-3 activators; P55210; recombinant procaspase-7, Ac-DEVD-pNA absorbance 405 nm; D23A/D198A/D206A triple mutant, cannot self-cleave; scale: DMSO 0, 5 µM enzyme 100; activation, % at 8.5 µM; 330,000 compounds, 0.093% hits; AID 463210;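 active = percent activation above the screen-wide mean plus 3 SD, cut at about 25% in these data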
Target sequence (P55210 whole entry D23A/D198A/D206A): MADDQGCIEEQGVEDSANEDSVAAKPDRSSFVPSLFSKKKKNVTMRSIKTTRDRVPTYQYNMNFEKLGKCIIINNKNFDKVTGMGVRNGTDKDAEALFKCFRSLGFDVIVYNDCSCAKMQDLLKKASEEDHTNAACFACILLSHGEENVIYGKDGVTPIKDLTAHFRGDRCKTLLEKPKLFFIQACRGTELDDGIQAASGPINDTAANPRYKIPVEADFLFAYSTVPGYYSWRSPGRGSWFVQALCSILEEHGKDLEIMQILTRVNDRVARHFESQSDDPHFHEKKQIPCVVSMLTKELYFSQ
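Assay system: Uncleavable procaspase-7 mutant enzyme / Input: 2 µM procaspase-7 mutant as dispensed / Dosing: single nominal 8.5 µM compound dose, 0.8% DMSO final / Timing: 1 h enzyme–compound preincubation and 2 h substrate reaction, both 25 °C / Detection: p-Nitroaniline absorbance at 405 nm, read at 0 and 120 min / Replication: singlicate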
HCV core dimer: HCV core protein dimerization inhibition. 300,000 compounds, 0.33% hits. AID 1899. inhibition, % at 5 µM. TR-FRET GST/Flag-core106 dimerization, 1536-well;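 active = inhibition above the mean of all tested compounds plus 3 SD, set per screening campaign, cut at about 45% in these data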
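System – GST-tagged and Flag-tagged HCV core protein residues 1-106 · Repeats – one well for each compound · Technique – TR-FRET 671 and 617 nm emission · Doses – one concentration, 5 µM, in 0.5% DMSO · Times – 4 h, 22.5 °C incubation · Also added – Eu donor and XL665 acceptor anti-tag antibodies · Measure – percent inhibition of core106 dimerization signal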
Fh CTSL1 inh: counter-screen for PFM18AAP inhibitors: inhibitors of F. hepatica cathepsin L1; 300,000 compounds, 0.49% hits; AID 1906; recombinant F. hepatica cathepsin L1, Z-Leu-Arg-MCA fluorescence; inhibition, % at 5.96 µM;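 active = inhibition above the mean of all tested compounds plus 3 SD, set per screening campaign, cut at about 17% in these data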;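 note: 0% = plate median of test compound wells and 100% = 1 µM Z-Phe-Ala-diazomethylketone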
PAFAH2 FP inh: PAFAH2 (human) inhibition. recombinant PAFAH2, FP-rhodamine activity probe, fluorescence polarization. inhibition, % at 3.39 µM. 340,000 compounds, 0.99% hits. AID 492956;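 active = inhibition above the mean over all tested compounds plus 3 SD, cut at about 30% in these data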;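 note: inhibitors block probe labeling of enzyme so polarization drops; 0% = enzyme with DMSO and 100% = wells lacking PAFAH2 protein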
* = called active by the depositor; · = no result given. Compounds as they come; any-hit rate near 5.6%.

SMILES	PP5 primary	AHR activator	procasp3 activ	PP1 counter	TPT1 inh	procasp7 counter	HCV core dimer	Fh CTSL1 inh	PAFAH2 FP inh
CC(C)(C)SCCNS(=O)(=O)c1ccc(Cl)cc1	1.6	-1	-2	2	-1	-8	-2	0	·
COc1cc(/C=C/C(=O)OCC(=O)NCc2cccs2)ccc1OCC#N	1.6	2	5	2	-1	3	-4	-6	53*
CCc1ccc(NC(=O)CSc2nnc(SCC(=O)Nc3ccc(CC)cc3)n2N)cc1	3.2	3	-2	8	-5	19	8	-1	-23
Cc1ccc(OCC(=O)Nc2ccc3oc(=O)ccc3c2)cc1	2.7	1	-3	-3	4	8	-9	1	-2
CCC(=O)N1CCN(c2ccccc2NC(=O)Cc2ccc(Cl)cc2)CC1	1.0	10	-2	1	0	-10	8	-1	4
COc1ccc(CCNS(=O)(=O)c2c(C)[nH]c(C)c2C(=O)N2CCCCC2)cc1OC	1.2	-1	6	-26	3	5	-11	-5	7
COc1ccc(CCNC(=O)C2CCCN(c3nc(C)cc(C)n3)C2)cc1 (stereo not drawn)	2.2	4	-3	0	-6	9	6	0	-3
Cc1ccc(N(CCC#N)C(=O)COC(=O)c2nc3nc(C)cc(C)n3n2)cc1	-2.0	1	4	-5	5	12	-12	-2	-2
CCN(C[C@H]1N[C@@](CC)(C(=O)OC)[C@H]2C(=O)N(Cc3ccccc3)C(=O)[C@@H]12)C(C)=O	·	0	3	·	·	17	·	·	4
Cn1cccc1C(=O)OCC(=O)Nc1ccc2c(c1)CCC2	4.4	3	12	0	5	2	0	-8	62*
CCn1c(-c2cc(-c3ccc(OC(C)C)cc3)nc3ccccc23)n[nH]c1=S	3.1	11	2	-2	-2	-10	2	0	-3
O=S(=O)(O)c1ccc(N=Nc2ccccc2)cc1	3.7	-4	2	-3	2	-7	-4	3	5
Cc1ccccc1-n1c(C)cc(/C=N/NC(=O)c2ccc(CN3CCOCC3)cc2)c1C	1.6	-2	7	-1	3	1	-5	4	5
Oc1ccccc1CN1CCCC(N2CCN(c3cccc(C(F)(F)F)c3)CC2)C1 (stereo not drawn)	1.2	3	8	1	-2	2	1	-2	-2
O=C(Nc1ccccc1Cl)c1ccn[nH]1	1.5	-2	-3	-1	-5	9	-4	-1	-5
CCSc1nc(O)c(C2OC(=O)c3c2ccc(OC)c3OC)c(=O)n1CC (stereo not drawn)	0.8	1	-2	-2	-1	-3	-4	-1	8
Cc1ccccc1C(=O)NCCNc1ccc([N+](=O)[O-])cc1	-1.1	0	1	-1	-1	-6	-7	7	0
O=C(NNC(=O)c1ccc2ccccc2c1O)Nc1ccc(F)cc1	-1.1	8	4	0	-2	-6	-11	0	-6
CC(=O)N1CCN(S(=O)(=O)c2cccc(C(=O)NC3CCC(C)CC3)c2)CC1 (stereo not drawn)	1.1	1	5	-2	-2	9	0	-8	-4
O=C(OCC(=O)N1CCCCCC1)c1cccc(Cl)c1	-1.1	-1	2	-4	·	1	·	·	12
Cc1ccccc1C(=O)Nc1ccnn1C1CCN(C(=O)c2ccoc2)CC1	1.8	0	-2	2	1	3	5	0	4
C=CCn1cc(C(=O)NCCOC)c(=O)c2cc(S(=O)(=O)N(CC)CC)ccc21	1.8	-5	1	-2	1	-1	-2	0	1
CCCn1c(N2CCN(C(=O)Nc3ccccc3)CC2)nc2ccccc21	0.6	-5	-2	-5	-1	-1	-1	-2	0
CCOC(=O)c1cc2occc2n1CC(=O)N1CCN(C(=O)c2ccco2)CC1	1.0	-1	0	-2	2	3	0	0	7
CC(=O)Nc1c(O)c2cccc3c2n(c1=O)CCC3	4.2	3	-19	-2	1	-25	-10	0	-3
Cc1nn(Cc2c(Cl)cccc2Cl)c(C)c1NC(=O)/C=C/c1cnn(C)c1C	-0.1	-1	12	3	1	2	2	-2	-1
CCC1(CC)C(=O)NC(=O)NC1=Nc1ccccc1	2.1	2	3	-2	3	-2	-7	-5	6
O=C(CNC(=S)N(Cc1ccccc1)Cc1cccnc1)NCCN1CCOCC1	-1.2	1	-3	-5	-1	1	1	3	6
CC(C)CCn1c(CN(C)Cc2ccccc2)nc2c1c(=O)n(C)c(=O)n2C	-0.3	3	4	-3	0	6	-6	4	-8
NC(=O)c1c(NC(=O)C2CC=CCC2C(=O)O)sc2c1CCCCC2 (stereo not drawn)	-0.9	7	-19	-4	-4	-38	-4	-4	3
Fc1ccc(-c2nnc3ccc(N4CCc5ccccc5C4)nn23)cc1	0.4	6	1	4	-1	10	5	6	-2
COc1ccccc1NC(CC(=O)c1ccccc1)C(=O)OCC(=O)c1ccc(C)c(C)c1 (stereo not drawn)	4.8	8	-16	6	-2	-12	5	-1	-6
O=C(COC(=O)Cn1[nH]c(=O)c2ccccc2c1=O)Nc1c(Cl)cccc1C(F)(F)F	-0.5	0	-3	-9	3	2	-1	-44	-4
O=C(Cn1cnc2c(cnn2-c2ccc(Cl)cc2)c1=O)NCCc1ccccc1	0.2	1	3	-1	-9	9	6	-4	-3
Cc1ccc(NC(=O)CCN2C(=O)c3cccc4cccc(c34)C2=O)cc1	2.8	47	9	-3	-1	-1	-4	2	-5
Cc1nc2ccccc2c(=O)n1/N=C/c1cc(Br)ccc1O	-1.2	5	-6	0	3	-14	-6	1	5
Cn1c(Cn2c(=O)sc3ccccc32)nnc1SCC(=O)Nc1cccc(Cl)c1	1.6	12	-8	-8	-2	-4	8	-2	2
COc1ccc(OC)c(-c2csc(CCn3nc(C)cc3C)n2)c1	1.0	10	-4	3	-1	6	0	0	3
O=c1[nH]c2cc3c(cc2cc1C(c1nnnn1C1CCCCC1)N1CCSCC1)OCCO3 (stereo not drawn)	-1.7	2	-3	0	3	-4	9	3	3
COc1ccc(C2CC(=O)Oc3cc(O)cc(O)c32)cc1 (stereo not drawn)	6.8	-1	-2	-3	0	12	-10	-2	4
CC(=O)N1N=C(c2cccc([N+](=O)[O-])c2)OC1(C)c1cccs1 (stereo not drawn)	5.0	25	12	-3	-2	9	-8	-10	-8
C/C(=N\NC(=O)c1nnn(-c2nonc2N)c1-c1cccs1)c1ccncc1	3.1	46	1	3	1	10	-16	6	3
COc1ccc(N2C(=O)C3CCCN3C2c2cccc(OC)c2)cc1 (stereo not drawn)	2.1	0	5	1	-3	-8	-1	-2	-1
Clc1ccc(C2=NNC(=NCC3CCCO3)SC2)cc1 (stereo not drawn)	1.8	4	1	-1	5	-6	5	2	0
CC(C)(C)c1nc(Sc2ccc([N+](=O)[O-])cn2)n[nH]1	-0.2	-1	-7	1	2	3	1	3	-2
CC(C)c1ccc(N=c2c([N+](=O)[O-])nn(-c3ccc4c(c3)OCCO4)n2O)cc1	1.0	-4	-3	3	1	3	10	7	8
COC(=O)c1ccccc1NC(=O)CSc1ncccn1	-2.0	1	5	-1	4	5	2	-6	4
Cc1ccc(C)c(NC(=O)CN(C)C(=O)c2cccc(S(=O)(=O)N(C)C)c2)c1	3.1	1	2	-5	0	1	0	-2	5
CCOc1ccc(N(CC(=O)NC2CCCC2)C(=O)CSc2nnc(COc3ccccc3)o2)cc1	3.1	-1	2	2	-4	-9	3	1	-2
CN1C(=S)SC(/[N+]([O-])=C/c2cccnc2)C1(C)C (stereo not drawn)	1.2	1	3	-3	0	0	-7	0	-3
Next section:
SMILES	PP5 primary	AHR activator	procasp3 activ	PP1 counter	TPT1 inh	procasp7 counter	HCV core dimer	Fh CTSL1 inh	PAFAH2 FP inh
CN(CC(=O)Nc1cccc(F)c1)CC(=O)Nc1ccccc1Oc1ccccc1	2.9	5	5	3	0	-1	-2	0	1
O=C(Nc1ccc(N2CCOCC2)cc1)C1CCCCN1S(=O)(=O)c1ccccc1 (stereo not drawn)	0.2	6	3	-1	-2	-2	-2	11	4
O=C(NCCCCNC(=O)c1ccc(Br)cc1)c1ccc(Br)cc1	0.9	3	-4	0	-7	-4	-1	0	-5
C(=N\n1cnnc1)/c1cccnc1	-3.7	2	6	5	-5	-8	0	2	0
CCOC(=O)N1CCC(N2CCN(Cc3ccccc3)C(CCO)C2)CC1 (stereo not drawn)	2.1	-1	-7	-2	-2	3	2	3	6
COC(=O)C1N[C@@H]([C@@H](NC(=O)COc2ccccc2)C(=O)Nc2ccc(OC)cc2)SC1(C)C (stereo partly drawn)	2.6	5	0	-1	-1	1	-3	-3	2
CC(C)NC(=O)CC1C(=O)N(Cc2ccccc2)C(C)c2nc3ccccc3n21 (stereo not drawn)	1.9	-2	1	-4	-1	8	-11	2	0
Cc1c(C(=O)OC2CCC(C)CC2)[nH]c2c1C(=O)CCC2 (stereo not drawn)	5.6	-4	6	2	-3	4	4	2	6
O=C(COC(=O)CNC(=O)C1CCCCC1)Nc1cc(C(F)(F)F)ccc1Cl	-0.4	0	-3	-5	·	-10	·	·	3
CC(C)Oc1ccc(Cl)cc1Nc1nc(NCCO)nc(N2CCCC2)n1	5.9	30	-1	-2	1	15	-23	2	7

Structural class, those above containing a CF3 group.
SMILES	PP5 primary	AHR activator	procasp3 activ	PP1 counter	TPT1 inh	procasp7 counter	HCV core dimer	Fh CTSL1 inh	PAFAH2 FP inh
Oc1ccccc1CN1CCCC(N2CCN(c3cccc(C(F)(F)F)c3)CC2)C1 (stereo not drawn)	1.2	3	8	1	-2	2	1	-2	-2
O=C(COC(=O)Cn1[nH]c(=O)c2ccccc2c1=O)Nc1c(Cl)cccc1C(F)(F)F	-0.5	0	-3	-9	3	2	-1	-44	-4
O=C(COC(=O)CNC(=O)C1CCCCC1)Nc1cc(C(F)(F)F)ccc1Cl	-0.4	0	-3	-5	·	-10	·	·	3

Continuation.
SMILES	PP5 primary	AHR activator	procasp3 activ	PP1 counter	TPT1 inh	procasp7 counter	HCV core dimer	Fh CTSL1 inh	PAFAH2 FP inh
COc1ccccc1CNC(=O)CSc1nc2nc(C)cc(C)n2n1	2.9	13	-5	-4	-2	2	-3	3	-9
C/C(=N\Nc1cc(Cl)nc(C)n1)c1ccccc1	3.2	8	4	-5	1	3	-7	-1	0
CCOc1ccc2nc(SCC(=O)Nc3ccc4c(c3)OCO4)sc2c1	1.0	10	4	2	2	3	13	-1	-2
CN(C)CCn1cnc2c(c1=N)C(c1ccccc1)c1ccc3ccccc3c1O2 (stereo not drawn)	4.6	7	0	3	2	6	-6	0	-3
CC1(C)CC(=O)C2=C(C1)N(c1ccccc1)C(=O)CC2c1ccc(O)cc1 (stereo not drawn)	-1.0	-1	-3	-2	0	-13	0	2	-6
CCOC(=O)C1C(=O)CC(C)(O)C(C(=O)OCC)C1c1ccc(OCC)cc1 (stereo not drawn)	-0.3	-1	4	1	0	-5	-1	3	3
CC(C)C(=O)NNS(=O)(=O)c1ccccc1[N+](=O)[O-]	0.9	-1	1	-2	-1	5	-8	0	1
Cc1ccc(NC(=O)CNc2ccc(Cl)c(Cl)c2)cc1S(=O)(=O)N(C)C	4.2	-2	-1	2	-3	-2	16	0	-16

Taken from above:
PP1 counter with `CCOc1ccc2nc(SCC(=O)Nc3ccc4c(c3)OCO4)sc2c1` → 2
AHR activator with `CC(C)C(=O)NNS(=O)(=O)c1ccccc1[N+](=O)[O-]` → -1
